FN deposition inh = fibronectin deposition inhibition. inhibition, % at 12.6 µM. 350,000 compounds, 0.086% hits. AH1F fibroblasts, Alexa488-fibronectin deposition fluorescence, overnight. AID 743247;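 active = mean inhibition across replicates of 30% or more, regardless of how many single replicates reach that level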;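 also: positive control wells lacked labelled fibronectin entirely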
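Material: AH1F fibroblasts assembling fluorescent fibronectin matrix; amount: 10000 AH1F cells/well; medium: DMEM, 2% serum; reagent: Alexa488-fibronectin, 24 nM final in well; dosing: single compound dose, delivered by pin transfer; incubation: 1 h adhesion, overnight exposure; detection: fluorescence after three HBSS washes, excitation 485 nm, emission 525 nm; measure: fibronectin deposition inhibition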
miR122 inh = blocks miR-122 activity in Huh7 sensor cells | activation (reporter increase), % at 12.5 µM | Huh7 miR-122 Renilla luciferase sensor, 48 h; neutral wells = 0, positive control = 100 | AID 602342 | 340,000 compounds, 0.3% hits;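 active = mean replicate activation score at least 90 and every replicate individually at or above 90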;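 also: higher luciferase means less miR-122 activity so hits act as miR-122 inhibitors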
PGC1a acetyl inh = lowers PGC1a acetylation signal in U2OS cells. AlphaScreen anti-acetyl-lysine; with virally co-expressed GCN5 acetyltransferase. inhibition, % at 15.6 µM. 350,000 compounds, 0.17% hits. AID 651687;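 active = every replicate shows inhibition of at least 40%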;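 also: 0% = neutral control wells and 100% = positive control wells; some results beyond the cut were filed as inactive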
GSIS activator = primary screen for activators of insulin secretion dependent on glucose, INS-1E cells, GLuc reporter luminescence; INS-1E GLuc reporter insulin secretion, 2-3 h; AID 743287; activation, % at 16.6 µM; 370,000 compounds, 0.61% hits;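 active = lowest replicate activation of at least 40%, so every replicate reaches that level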;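 also: 0% = median of neutral control wells and 100% = median of IBMX positive control wells; some compounds called inactive have numbers as strong as hits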
Cneo AK release = causes C. neoformans cell lysis; lysis activity, % at 15 µM; adenylate kinase release luminescence, 4 h; normalised: neutral wells 0, clomiphene wells 100; 360,000 compounds, 0.2% hits; AID 651654;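 active = mean lysis activity across replicates of at least 80%, whatever share of replicates individually reach that level; inactive = mean lysis activity below 80%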
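read-out = cell lysis signal | test system = log-phase Cryptococcus neoformans yeast cells | input = cells at 5 × 10^6 per mL | medium = fresh YPD growth medium | signal = luminescent adenylate kinase detection reagent | timing = 4 h at 37 °C static, read 1 h later | dosing = single dose | controls = Clomiphene as positive lysis control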
Statin myotox sup = suppression of simvastatin myotoxicity | C2C12 myotubes + simvastatin, ATP luminescence, 48 h; scaled: DMSO 0, geranylgeraniol control 100 | rescue of ATP level, % at 7.49 µM | 330,000 compounds, 0.78% hits | AID 602340;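 active = mean ATP rescue above about 67%, or every replicate alone reaching that limit, limit read from the data, passing the limit was not always enough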;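 also: myotubes were challenged with 10 µM simvastatin during compound exposure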
PglD DTNB = inhibitors of Campylobacter jejuni PglD acetyltransferase; purified PglD enzyme, DTNB colorimetric CoA detection; AID 602405; 360,000 compounds, 0.098% hits; inhibition, % at 12.5 µM; in the data active = inhibition above about 16%, passing the limit was not always enough; also: strong numbers were not always called active
F508del corr = correctors of CFTR F508del function in bronchial epithelial cells; AID 720511; CFBE cells, YFP halide quenching; stimulated with forskolin plus potentiator P3; % fluorescence drop versus neutral controls; 350,000 compounds, 0.36% hits; activity (quench increase), % at 7.58 µM;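 active = mean added fluorescence quench of at least 8% versus neutral control, with both replicates also reaching 8%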;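 also: cells transiently co-express mutant CFTR-F508del with the halide-sensitive YFP; corrector assay measuring rescue of mutant channel to the surface after 24 h compound exposure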
An asterisk follows results filed as active; · = no result given; & = joins results of further samples; [ ] = another dose, or the depositor's remark.

item	molecule	FN deposition inh	miR122 inh	PGC1a acetyl inh	GSIS activator	Cneo AK release	Statin myotox sup	PglD DTNB	F508del corr
1	C[C@H](CO)N1C[C@H](C)[C@@H](CN(C)S(=O)(=O)c2cccs2)Oc2ccc(NS(=O)(=O)c3cn(C)cn3)cc2C1=O	-3	1[16.7 µM]	1&-4	12&12	0&-1	0&13	6&2	0.9&-0.5
2	CN1C(=O)c2cc(NC(=O)Cc3ccccc3)ccc2OC[C@@H]2O[C@H](CC(=O)NC3CCC3)CC[C@H]21	7	10[16.7 µM]	-2	-4	-2	-22	2	-2.4
3	O=C(NCc1ccco1)C1CN(S(=O)(=O)c2ccccc2)CCN1S(=O)(=O)c1ccccc1 (stereo not drawn)	-7	25	4	·	6	5	-3	·
4	Cc1ccc(-c2cc(C(=O)N3CCCc4ccccc43)no2)cc1	-11	17	1	-6	-6	0	0	-0.6
5	CC(C)Oc1ccc(C(=O)Nc2ccc3c(c2)n(C)c(=O)n3C)cc1	12	3	-6	-12	-3	-13	5	0.9
6	COc1ccc(-c2nc(NC(=O)Cn3cnnn3)sc2C)cc1	-12	4	·	1	0	12	-1	-1.9
7	COc1ccc(Cc2nc3ccc(C(=O)NCC4COCCO4)cc3o2)cc1OC (stereo not drawn)	6	·	4	20	-3	28	-2	-1.7
8	C[C@@H]1CN([C@H](C)CO)C(=O)Cc2cc(NC(=O)C3CCCCC3)ccc2O[C@@H]1CN(C)CC1CC1	-8	-8[16.7 µM]	-11	12	-4	-20	-3	0.5
9	Cc1csc2nc(CSc3ccc(Cl)cc3)cn12	·	-3	-8	·	-5	·	-21	·
10	COC(=O)c1sc(Nc2ccccc2)nc1C	·	0	0	11	-19	15	1	0.0
11	Cc1onc(-c2ccccc2)c1C(=O)NCc1ccc(Cl)cc1	3	-6	-4	5	0	29	5	0.9
12	CN(C)NC(=S)Nc1ccc(Cl)cc1	·	-4	7	1	13	-21	-2	3.2
13	Cc1cnc(C(=O)OCC(=O)N(CC(C)C)C2CCS(=O)(=O)C2)cn1 (stereo not drawn)	3	·	-8	·	1	-9	5	-4.0
14	COc1cc(C)ccc1OCc1cc(C(=O)N(C)CCCN2CCOCC2)no1	-3	-8	-5	15	-1	-2	3	-1.7
15	O=C1CC(Cc2ccccc2)C(=O)N1c1ncccn1 (stereo not drawn)	-7	4	5	3	0	13	-1	-4.6
16	COc1ccc(S(=O)(=O)N(C)C[C@@H]2Oc3c(NC(=O)C4CC4)cccc3C(=O)N([C@@H](C)CO)C[C@@H]2C)cc1	·	-1[16.7 µM]	-6	12	2	-17	3	1.0
17	CCC(=O)NC[C@H]1N[C@H](CO)[C@@H]1c1ccc(C2=CCCC2)cc1	9	0[16.7 µM]	-4	12	-1	-18	2	-4.3
18	O=C(CCC1CCCN(C(=O)c2cc3ccccc3o2)C1)NCc1ccc(F)c(F)c1 (stereo not drawn)	-7	-7	·	-18	-2	0	-4	-1.5
19	Cc1cc2nnc(SCC(=O)Nc3cccc(S(=O)(=O)N4CCOCC4)c3)n2c2ccccc12	-2	-1	0	-18	-1	·	4	·
20	Cc1ccc(NC(=O)C2CCN(S(=O)(=O)c3ccc4c(c3)NC(=O)C(C)S4)CC2)cc1Cl (stereo not drawn)	-24	-13	·	-12	-1	-1	-3	-0.5
21	COc1cccc(CC(=O)Nc2cc(C(F)(F)F)ccc2N2CCCC2)c1	-6	7	-6	6	-1	-9	3	0.8
22	C/C(=N\NC(=O)c1sccc1C)c1cccnc1	·	2	-2	12	-1	2	3	-1.6
23	O=C(CCC(=O)OCC(=O)c1ccccc1)NC1CCCCC1	·	-6	3	·	19	15	5	·
24	CC1(C)C2CCC1(C)C(Nc1ccccc1)C2 (stereo not drawn)	2	·	9	1	·	·	·	1.5
25	COc1cccc(Nc2c(Nc3cccc(OC)c3)c(=O)c2=O)c1	-1	-1	8	-4	-2	-3	-5	0.0
26	Cc1c(NC(=O)C(C)OC(=O)c2cccnc2)c(=O)n(-c2ccccc2)n1C (stereo not drawn)	-9	7	·	5	0	-1	-1	0.4
27	O=S1(=O)CC(N2CCCCC2)CN1CCc1ccccc1 (stereo not drawn)	1	-2	-1	24	2	11	1	3.5
28	O=C(C[C@H]1CC[C@H]2[C@@H](COC[C@@H](O)CN2S(=O)(=O)c2ccccc2)O1)NCC1CCCCC1	-8	-1[16.7 µM]	0	-12	2	5	-4	2.1
29	Cc1cccc(NC(=O)NC2(C)CCS(=O)(=O)C2)c1 (stereo not drawn)	2	0	-8	8	0	3	-6	6.8
30	COC(=O)C1=C(C(=O)OC)[C@@H]2N(Cc3ccccc3)c3ccccc3[C@@]23C[C@@H](C(=O)OC)N(C(=O)NC2CCCCC2)C3=N1	-9	-2	-3	-8	1	6	-5	-2.5
31	CC1CCc2onc(C(=O)O)c2C1 (stereo not drawn)	-1	-3	30	-8	·	-6	·	-3.2
32	Cc1ccc2nc3c(cc(C(=O)NC4CCCC4)c(=N)n3C3CCCCC3)c(=O)n2c1	-4	6	·	-3	-1	-21	-1	3.0
33	C[C@@H]1CN([C@@H](C)CO)C(=O)c2cc(C#CC3CCCCC3)cnc2O[C@H]1CN(C)C(=O)Nc1ccccc1	1	·	-2	-14	3	-2	0	-2.5
34	CCc1cccc(CC)c1NC(=O)COC(=O)CC1c2ccccc2CCN1S(=O)(=O)c1ccc(F)cc1 (stereo not drawn)	-7	2	22	-19	-1	·	5	·
35	CCOC(=O)[C@@H]1[C@H]2COc3ccc(Br)cc3[C@H]2N2C(=O)N(c3ccc(C)cc3)C(=O)[C@@]12C	5	-2	9	-13	-1	0	1	0.7
36	O=S(=O)(c1ccc(F)cc1)N1CCCN(c2nccc(C(F)(F)F)n2)CC1	5	-6	-1	·	3	6	1	-4.6
37	Cc1ccc(C)c(NC(=O)COC(=O)c2c(-c3ccccc3)noc2C)c1	-3	2	-1	-2	-2	-4	1	3.5
38	Cc1ccc(CCCOC(=O)C[N+]2(C)CCCC2)cc1	4	-27	·	67	·	-5	·	·
39	CCN(C[C@H]1N[C@@](CC)(C(=O)OC)[C@H]2C(=O)N(C)C(=O)[C@@H]12)C(=O)c1ccccc1	-11	·	·	12	1	9	-1	-0.7
40	CCC(=O)Nc1nc(C)c(C(=O)Nc2cccc(Cl)c2)s1	10	·	·	-7	0	-39	3	-1.9
41	CCOc1ccc(NC(=O)c2cccc3ccccc23)cc1	9	13	-3	13	3	-10	-14	6.1
42	CCc1sc(C(=O)Nc2ccc3c(c2)OCO3)cc1C	-10	5	-17	-7	-9	5	4	-0.5
43	CC(C)[C@H](NC(N)=O)C(=O)NNC(=O)COc1cccc(C(F)(F)F)c1	-17	4	5	10	·	0	·	-3.4
44	Cc1nn(-c2ccccc2)c(C)c1/C=N/N1CCN(c2ccccc2)CC1	·	-7	-24	6	-2	-8	-4	-0.2
45	COc1ccc(C(=O)NCCCCCC(=O)N/N=C/c2ccco2)cc1OC	-9	2	·	2	-1	·	2	·
46	Cc1ccc(C)c(N2CCN(C(=O)CCCCn3c(=O)[nH]c4ccccc4c3=O)CC2)c1	-5	-5	1	·	0	-5	2	·
47	CCS(=O)(=O)Nc1ccc2c(c1)C(=O)N(C)[C@@H]1CC[C@H](CC(=O)NCCCN3CCOCC3)O[C@H]1CO2	-6	-15[16.7 µM]	9	3	-1	21	1	-2.5
48	COc1ccc(NC(=O)COC(=O)CC2CCCCC2)cc1	5	3	0	-9	0	34	-1	-2.0
49	COc1ccc(NC(=O)COc2ccc3c(c2)CCC3)cc1S(N)(=O)=O	-2	1	-3	1	-1	49	-2	-1.9
50	O=C(/C=C/c1ccc(O)c(O)c1)c1ccc(S(=O)(=O)N2CCCCCC2)cc1	-3	-9	·	1	-2	·	-3	·

Remaining list, next part
item	molecule	FN deposition inh	miR122 inh	PGC1a acetyl inh	GSIS activator	Cneo AK release	Statin myotox sup	PglD DTNB	F508del corr
51	CCOc1ccc2nc(N(CCCN(C)C)C(=O)c3ccc(S(=O)(=O)N4CCc5ccccc5C4)cc3)sc2c1	·	-3	-6	-37	3	2	0	-1.4
52	C[C@@H]1CN([C@H](C)CO)S(=O)(=O)c2ccc(C#Cc3ccncc3)cc2O[C@@H]1CN(C)C(=O)C1CC1	·	-13[16.7 µM]	-1	-7	-7	-9	5	-0.6
53	Cc1ccc(S(=O)(=O)N(Cc2ccc(Cl)cc2)c2ccccc2C(=O)O)cc1	-3	12	1	-16	2	5	-2	-2.1
54	COc1ccc(-n2c(SCC(=O)Nc3nccs3)nnc2-c2ccccc2)cc1	0	-10	4	-4	2	3	0	·

Some of the entries so far, in transposed form.
(44) Cc1nn(-c2ccccc2)c(C)c1/C=N/N1CCN(c2ccccc2)CC1
(45) COc1ccc(C(=O)NCCCCCC(=O)N/N=C/c2ccco2)cc1OC
(46) Cc1ccc(C)c(N2CCN(C(=O)CCCCn3c(=O)[nH]c4ccccc4c3=O)CC2)c1
(47) CCS(=O)(=O)Nc1ccc2c(c1)C(=O)N(C)[C@@H]1CC[C@H](CC(=O)NCCCN3CCOCC3)O[C@H]1CO2
(48) COc1ccc(NC(=O)COC(=O)CC2CCCCC2)cc1
(49) COc1ccc(NC(=O)COc2ccc3c(c2)CCC3)cc1S(N)(=O)=O
(50) O=C(/C=C/c1ccc(O)c(O)c1)c1ccc(S(=O)(=O)N2CCCCCC2)cc1

Assay by compound | 44 | 45 | 46 | 47 | 48 | 49 | 50
FN deposition inh | · | -9 | -5 | -6 | 5 | -2 | -3
miR122 inh | -7 | 2 | -5 | -15[16.7 µM] | 3 | 1 | -9
PGC1a acetyl inh | -24 | · | 1 | 9 | 0 | -3 | ·
GSIS activator | 6 | 2 | · | 3 | -9 | 1 | 1
Cneo AK release | -2 | -1 | 0 | -1 | 0 | -1 | -2
Statin myotox sup | -8 | · | -5 | 21 | 34 | 49 | ·
PglD DTNB | -4 | 2 | 2 | 1 | -1 | -2 | -3
F508del corr | -0.2 | · | · | -2.5 | -2.0 | -1.9 | ·

(51) CCOc1ccc2nc(N(CCCN(C)C)C(=O)c3ccc(S(=O)(=O)N4CCc5ccccc5C4)cc3)sc2c1
(52) C[C@@H]1CN([C@H](C)CO)S(=O)(=O)c2ccc(C#Cc3ccncc3)cc2O[C@@H]1CN(C)C(=O)C1CC1
(53) Cc1ccc(S(=O)(=O)N(Cc2ccc(Cl)cc2)c2ccccc2C(=O)O)cc1
(54) COc1ccc(-n2c(SCC(=O)Nc3nccs3)nnc2-c2ccccc2)cc1

Assay by compound | 51 | 52 | 53 | 54
FN deposition inh | · | · | -3 | 0
miR122 inh | -3 | -13[16.7 µM] | 12 | -10
PGC1a acetyl inh | -6 | -1 | 1 | 4
GSIS activator | -37 | -7 | -16 | -4
Cneo AK release | 3 | -7 | 2 | 2
Statin myotox sup | 2 | -9 | 5 | 3
PglD DTNB | 0 | 5 | -2 | 0
F508del corr | -1.4 | -0.6 | -2.1 | ·
